Assay outcomes as filed in PubChem.
HIV RNase H inh – inhibitors of HIV-1 reverse transcriptase RNase H. inhibition, % at 10 µM. 65,000 compounds, 1.9% hits. RT-RNase H RNA/DNA duplex cleavage, fluorescence. P04585; in the data active means inhibition above about 50%
RmlCD inh mix – inhibitors of RmlC and RmlD coupled enzymes; inhibition, % at 5.5 µM; AID 1532; 110,000 compounds, 0.39% hits; RmlC/RmlD coupled enzyme inhibition, 384-well mixture HTS; in the data active means inhibition above about 30%, passing the limit was not always enough; inconclusive means no clear call, values can overlap the other calls; further: strong numbers were not always called active
* marks the source's active call; other numbers are inactive results; ? = inconclusive; . = not tested or not shown. Some of the compounds tested, so the mix of outcomes need not match the whole.

no.	mol	RmlCD inh mix	HIV RNase H inh
1	Cc1cc(=O)n(C)c(=O)n1CC(=O)N1CCCCCC1	-10	10
2	Cc1noc(C(=O)Nc2c(C)nn(Cc3ccccc3)c2C)c1Cl	-14	-6
3	Cn1c(CNc2ccccc2)nc2ccccc21	13	-2
4	COC(=O)c1ccccc1S(=O)(=O)N(Cc1cc2cc3c(cc2[nH]c1=O)OCO3)C1CCCCC1	.	53*
5	Cc1ccc(C(=O)CSc2nnc(-c3cccnc3)n2N)cc1	-6	-35
6	CC(=O)Nc1cccc(N(C)S(C)(=O)=O)c1	2	-8
7	O=S(=O)(NCc1cccnc1)c1cccc2cccnc12	1	-50
8	CC1OC(Oc2c(-c3cc(O)c(O)c(O)c3)oc3cc(O)cc(O)c3c2=O)C(O)C(O)C1O (centres undefined)	7	.
9	CC(C)c1cc(C(N)=O)c(NC(=O)c2cccc(COc3ccc(Br)cc3)c2)s1	-21	.
10	Clc1ccc(CSc2nnc(-c3c[nH]c4ccccc34)o2)cc1	-19	.
11	O=C(Cn1nc(Cc2cccnc2)c2ccccc2c1=O)N1CCN(c2ccccn2)CC1	-117	-8
12	C=Cn1c(P(=S)(N2CCOCC2)N2CCOCC2)cc2c1CCCC2	-7	25
13	Nc1nc(SCC(=O)NCCCO)nc2sc3c(c12)CCC3	-7	-15
14	COc1ccc2nc3c(c(-c4ccccc4)c2c1)CCC3	-334	.
15	CC1CCCN(c2c([N+](=O)[O-])c(=O)oc3ccccc23)C1 (centres undefined)	7	.
16	COc1ccc(CNC(=O)C2CCCN2S(=O)(=O)c2ccc(Cl)cc2)cc1 (centres undefined)	-12	.
17	Cc1cc(C)c(S(=O)(=O)N2CCN(c3ccc([N+](=O)[O-])c(-n4nc(C)cc4C)c3)CC2)c(C)c1	-9	.
18	COc1ccc(Nc2cc(C(=O)NCCCN3CCOCC3)c3ccccc3n2)cc1OC	4	.
19	CCCCCn1c(-c2ccco2)nc2nc3ccccc3nc21	.	-13
20	Cc1ccc(C(C(=O)NC(C)(C)C)N(Cc2ccco2)C(=O)Cn2nnc(-c3cccs3)n2)cc1 (centres undefined)	-5	.
21	Cc1cccc(-c2nc3c(c(SCC(N)=O)n2)CCCC3)c1	15	.
22	CC(Cc1cccs1)NC(=O)Nc1ccccc1 (centres undefined)	6	-22
23	CCCCCc1cc(=O)oc2c(C(CCN3CCCCC3)c3cc(OC)c(OC)c(OC)c3)c(OC)cc(OC)c12 (centres undefined)	6	.
24	COc1ccc(CCNC(=O)CCn2c(SCC#N)nc3ccccc3c2=O)cc1OC	6	-11
25	CN(C)CCOC(c1ccccc1)c1ccccc1 (tested in a mixture with another compound)	-12	0
26	C=CCn1c(SCC(=O)c2cc(C)n(CC3CCCO3)c2C)nnc1-c1ccccc1 (centres undefined)	-4	4
27	O=c1[nH]c(-c2cccs2)nc2ccccc12	-3	-2
28	CN1CCN(CCC(=O)N2c3ccccc3Sc3ccc(Cl)cc32)CC1	2	2
29	CC(C)n1c(=S)[nH]c2ccccc2c1=O	4	.
30	Clc1ccc(CN2CCCCCCC2)cc1Cl	5	.
31	CCCCOC(=O)c1ccc(NC(=O)C(CCS(C)(=O)=O)NC(C)=O)cc1 (centres undefined)	-7	-2
32	CCN(CC)S(=O)(=O)c1cccc(-c2nnc(C(=O)c3ccc(C(F)(F)F)cc3)o2)c1	3	8
33	O=C(Nc1nccs1)C12CC3CC(C1)CC(C(=O)Nc1nccs1)(C3)C2	4	10
34	COCc1cc(C)nc(N2CCCCC2)c1C#N	-8	.
35	CCn1c(CC(=O)Nc2ccc(Cl)c(Cl)c2)nnc1SCc1ccc(Cl)cc1	9	.
36	COc1ccccc1NC(=O)Cn1cnc2c1c(=O)n(C)c(=O)n2C	4	-1
37	C#CCn1cnc2c(cnn2-c2ccc(C)c(C)c2)c1=O	10	-31
38	COc1ccc(CCNC(=O)c2c(N)n(CCN3CCOCC3)c3nc4ccccc4nc23)cc1OC	-10	.
39	Nc1nc(-c2ccc3c(c2)OCCO3)cs1	8	-10
40	Cn1nnnc1SCC(=O)Nc1ccc(Oc2ccccc2)cc1	-13	5
41	CN1CCCCC1=NCCCn1cnc2c1c(=O)n(C)c(=O)n2C	-2	.
42	O=C(Nc1ccccc1)N1CCn2c(nc3ccccc32)C1	3	-4
43	CCOCCOC(=O)C1=C(C)N(C)C(=O)NC1c1cc(Cl)c(O)c(OCC)c1 (centres undefined)	-9	5
44	CCOC(=O)Cn1c(CN2CCN(C(c3ccccc3)c3ccccc3)CC2)nc2c1c(=O)n(C)c(=O)n2C	-11	.
45	CCOC(=O)c1c(NC(=O)Cn2cnc([N+](=O)[O-])n2)sc2c1CCC(C)C2 (centres undefined)	3	.
46	COc1ccc(CCNc2oc(-c3ccc(OC)c(OC)c3)nc2C#N)cc1	2	-12
47	Cc1csc(NC(=O)c2cccc(Cn3nc(C)c(Br)c3C)c2)n1	28	6
48	CCOC(=O)c1sc(SCc2ccccc2)c2c1CC(C)(C)CC2=O	8	.
49	O=C(CN1C(=O)C2CCCCN2C(=O)c2ccccc21)N1CCCc2ccccc21 (centres undefined)	-9	-17
50	c1ccc(N=P(N2CCOCC2)(N2CCOCC2)N2CCOCC2)cc1	-15	-19
51	Cc1ccc(C(=O)N2CCN(C3CCCCC3)CC2)s1	8	8
52	Cn1c(=O)c2c(nc(CN3CCN(c4ccccc4)CC3)n2CCN2CCOCC2)n(C)c1=O	2	-4
53	Cc1cccc(NC(=O)c2cc3c(n(-c4ccccc4)c2=O)CCCC3=O)n1	7	-4
54	COC(=O)CSc1nnc(CNC(=O)c2cccc(C)c2)n1-c1ccccc1OC	.	-3
55	Cc1ccc(/C=C2/NC(=O)N(c3ccccc3)C2=O)o1	5	.
56	Cc1cc(C)c(OCCCCNCc2ccccc2)c(Cl)c1	4	.
57	O=C(CSc1nnc(COc2cccc3cccnc23)o1)N1CCc2ccccc21	-14	-12
58	COCCN(Cc1cc2cc(C)ccc2nc1Cl)C(=O)Nc1ccccc1C	2	.
59	Cc1cc(-c2cc(C(=O)Nc3ccccc3)on2)nc(NC2CCCC2)n1	0	.
60	Cc1ccc(N2C(=O)CC(N(CCc3ccccc3)C(=S)Nc3ccc(N(C)C)cc3)C2=O)cc1 (centres undefined)	4	.

(next part)
no.	mol	RmlCD inh mix	HIV RNase H inh
61	COC(=O)CC1c2ccccc2S(=O)(=O)N1Cc1ccccc1 (centres undefined)	-16	.
62	CCCc1cc(C(=O)NCc2ccccc2)no1	-12	-3
63	Cn1c(=S)n(/N=C/c2ccc3c(c2)OCO3)c2ccccc21	31	5
64	CCN1C(=O)N[C@@H](CCc2ccccc2)C(C(C)=O)=C1C	-9	.
65	CC(=O)Nc1ccc(C(=O)c2ccccc2)cc1	5	1
66	COc1ccccc1C(=O)OCCN1CCOCC1	-12	.
67	O=C1Nc2cc(C(=O)N3CCOCC3)ccc2SC1N1CCOCC1 (centres undefined)	.	-10
68	O=C(NNC1=NCCCCC1)c1ccccc1	8	.
69	CCCCSC1=C(C#N)C(c2ccccc2C)CC(=O)N1 (centres undefined)	-8	2
70	CNC(=O)CCn1nc(-c2ccccc2)c2ccccc2c1=O	4	-2
71	Cc1c(Cc2ccccc2)sc(N)c1C(N)=O	7	82*
72	CC(=O)OCC(=O)NCC(=O)c1c[nH]c2ccccc12	3	.
73	Cc1ccc(NC(=O)CN(C)C(=O)CSc2nncn2C)cc1	-19	.
74	C=CC(O)(C#CCN(CC)CC)c1ccccc1 (centres undefined)	5	-13
75	Cc1cc2c(c(SCC(=O)NCCc3ccccc3)n1)C(=O)OC2	5	.
76	Cc1c(Cl)cccc1NC(=O)Cn1cccc1	-7	-1
77	Cc1cc(N2CCOCC2)nc2cc(O)ccc12	3	-5
78	C=CCn1c(-c2ccc(N)cc2)nc2ccccc21	6	-39
79	O=C(CCCN1C(=O)c2cccnc2C1=O)N1CC(=O)N(CCc2ccccc2)C(=O)C1	?	-3
80	CN1C[C@@H]2C(c3ccc(Cl)nc3)C3(c4cccnc4)CC2(C3)[C@H]1c1ccccc1 (some centres undefined)	-5	.
81	COc1ccc(-n2ncc3c(N4CCCCC4)ncnc32)cc1	-7	-12
82	Cc1nc(SCc2ccccc2C)n[nH]1	11	-14
83	O=C(CN1CCN(Cc2ccc(Cl)cc2)C1=O)NCCCN1CCOCC1	0	.
84	COc1ccc(Cl)cc1S(=O)(=O)n1nnc2ccccc21	6	-35
85	COCCNC(=O)CCCn1c(=O)c2ccccc2n(CC(=O)NCCC2=CCCCC2)c1=O	-16	-14
86	O=C(CSC1=Nc2ccccc2C2=NC(Cc3c[nH]c4ccccc34)C(=O)N12)NC1CCCCC1 (centres undefined)	-13	.
87	Cc1nc(C(=O)NCCC(C)C)sc1C1(C)CC(c2ccccc2)=NO1 (centres undefined)	6	.
88	COC(=O)NCC(c1cccnc1)N1CCN(c2ccccc2OC)CC1 (centres undefined)	-10	-22
89	Cc1nc2c(C(=O)NCc3ccco3)cnn2c(C)c1Cc1ccc(F)cc1Cl	-50	-13
90	Cc1ccc(-c2nnc(-c3cccc(Br)c3)o2)cc1	-6	1
91	Cc1ccccc1CN(c1ccc(C(N)=O)cc1)S(C)(=O)=O	-13	-5
92	Cc1nc(-c2cccc(S(=O)(=O)N3CCOCC3)c2)cs1	10	78*
93	O=c1c2ccccc2nc2n1CCC2	13	-16
94	O=C(c1ccco1)N(Cc1nc2ccccc2c(=O)[nH]1)C1CCCC1	8	-2
95	O=C(NC(=S)Nc1ccc(Br)cn1)c1cncc(Br)c1	-12	.
96	CC/S(CC1CC1(Cl)Cl)=N\S(=O)(=O)c1ccc(C)cc1 (centres undefined)	-10	.
97	O/N=C(\c1ccc2c(c1)OCCO2)C1CCCCC1	0	-13
98	O=C(NNC(=S)NCc1ccco1)c1ccc(Cl)s1	3	.
99	CCOC(=O)c1cnn2c(C)cc(-c3ccc(F)cc3)nc12	21	-6
100	O=C(NCCCN1CCN(CCCNC(=O)c2ccc3c(c2)OCO3)CC1)c1ccc2c(c1)OCO2	-8	6
101	Cc1nn(Cc2ccc(C(=O)Nc3nccs3)cc2)c(C)c1Cl	.	6
102	CC(C)n1c(SCC(=O)NCc2ccco2)nc2c1c(=O)n(C)c(=O)n2C	8	-14
103	Cn1c(CN2CCCCC2)nc2cc(NC(=O)c3cccs3)ccc21	-7	-5
104	COc1cccc2cc(C(=O)N3CCCCC3C)c(=O)oc12 (centres undefined)	6	.
105	CCCCc1c(C)nc(N)[nH]c1=O	.	-11

Screen by screen, quoted from above.
HIV RNase H inh, nos. 93–103 → -16, -2, ., ., -13, ., -6, 6, 6, -14, -5
RmlCD inh mix, nos. 93–103 → 13, 8, -12, -10, 0, 3, 21, -8, ., 8, -7

Ordered by length of the SMILES (rising): some entries from above.
no.	mol	RmlCD inh mix	HIV RNase H inh
71	Cc1c(Cc2ccccc2)sc(N)c1C(N)=O	7	82*
84	COc1ccc(Cl)cc1S(=O)(=O)n1nnc2ccccc21	6	-35
18	COc1ccc(Nc2cc(C(=O)NCCCN3CCOCC3)c3ccccc3n2)cc1OC	4	.
85	COCCNC(=O)CCCn1c(=O)c2ccccc2n(CC(=O)NCCC2=CCCCC2)c1=O	-16	-14

Next part
no.	mol	RmlCD inh mix	HIV RNase H inh
106	O=c1n(CCCN2CCN(c3cccc(Cl)c3)CC2)nc2ccccn12	11	3
107	Cc1noc(C)c1C(=O)OCC(=O)NCCC1=CCCCC1	-17	3
108	C/C(=N\OC(=O)c1cccc(C)c1)c1sc(-c2ccccc2)nc1C	10	.
109	Cc1cc(NC(=O)c2cc(CC(C)C)on2)no1	-6	-6
110	O=C(O)CNS(=O)(=O)c1cc(Cl)c(Cl)cc1Cl	-26	5
111	Cc1ccsc1-c1nc(CSCC(=O)N2CCC3(CC2)OCCO3)c(C)o1	-20	.
112	C/C(N)=C(/C#N)C(=O)COC(=O)C1Cc2ccccc2CN1S(C)(=O)=O (centres undefined)	11	-12
113	CC(=O)N1CCc2cc(S(=O)(=O)N3CCc4ccccc4C3)ccc21	5	1
114	CCCS(=O)(=O)N1CCC(C(=O)N2CCN(Cc3ccccc3)CC2)CC1	?	-10
115	CCOC(=O)/C(=C\Nc1ccccc1C(F)(F)F)Sc1ncc(C(F)(F)F)cc1Cl	0	.
116	Clc1ccccc1OCc1nn2c(-c3ccncc3)nnc2s1	6	7
117	CC(C)(C)c1ccc(C(=O)Oc2ccc3c(c2)OCC3=O)cc1	-12	.
118	CCN1CCN(CCCNC(=O)c2ccc3c(c2)NC(=O)c2ccccc2S3)CC1	4	-1
119	CSCCC(C(=O)Nc1ccc2c(c1)OCO2)N1C(=O)c2ccccc2C1=O (centres undefined)	144	1
120	COc1ccc(OC2OC3COC(C)(C)OC3C(O)C2NC(C)=O)cc1 (centres undefined)	-10	.
121	O=C(c1cc2c(s1)CCCC2)n1cccn1	9	-19
122	CC1C(=O)CCC1(C(=O)O)c1ccccc1 (centres undefined)	3	-6
123	CCOC(=O)c1c(C)[nH]c(C(=O)CN2C(=O)NC(C)(c3ccc(C)cc3)C2=O)c1C (centres undefined)	5	3

Reformatted: three of the compounds above.
Fields: RmlCD inh mix, HIV RNase H inh
[114] CCCS(=O)(=O)N1CCC(C(=O)N2CCN(Cc3ccccc3)CC2)CC1
→ ?, -10
[115] CCOC(=O)/C(=C\Nc1ccccc1C(F)(F)F)Sc1ncc(C(F)(F)F)cc1Cl
→ 0, .
[116] Clc1ccccc1OCc1nn2c(-c3ccncc3)nnc2s1
→ 6, 7
